# HIF-2a inh: blocks HIF-2a reporter activity; 786-0 RCC cells HIF-2a reporter, luciferase luminescence, overnight; inhibition, % at 18.8 µM; 360,000 compounds, 0.72% hits; AID 624352;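 active = inhibition of the luminescence signal of 40% or more relative to plate controls, in a single-dose primary screen at 18.75 µM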
# NR2E3 ag-1: agonists of human nuclear receptor NR2E3. Q9Y5X4. inhibition of corepressor binding, % at 4.78 µM. 320,000 compounds, 0.12% hits. GST-NR2E3/biotin-RetCOR TR-FRET, 1536-well. AID 2300;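 active = percent inhibition above the cutoff of mean plus 3 SD of all tested compounds, set per screening campaign, cut at about 20% in these data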;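 also: 0% = DMSO wells and 100% = biotin wells as full block of FRET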
# Target sequence (Q9Y5X4 whole entry, looked up): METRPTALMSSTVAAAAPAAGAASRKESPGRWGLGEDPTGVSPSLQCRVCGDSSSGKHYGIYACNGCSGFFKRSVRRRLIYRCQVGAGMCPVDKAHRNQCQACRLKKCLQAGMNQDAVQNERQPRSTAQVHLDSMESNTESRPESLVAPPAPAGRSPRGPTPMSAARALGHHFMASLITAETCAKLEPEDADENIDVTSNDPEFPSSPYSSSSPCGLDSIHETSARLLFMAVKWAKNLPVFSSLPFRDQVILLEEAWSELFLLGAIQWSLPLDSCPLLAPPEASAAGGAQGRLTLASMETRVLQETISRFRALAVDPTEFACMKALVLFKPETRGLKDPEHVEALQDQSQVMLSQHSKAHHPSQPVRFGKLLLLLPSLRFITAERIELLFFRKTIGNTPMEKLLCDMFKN
#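 System: GST-tagged NR2E3 plus biotinylated RetCOR corepressor; Buffer or medium: pH 7.5 Tris-based buffer; Probe or stimulus: RetCOR corepressor, biotinylated, 7 nM; Doses: compound at 4.8 µM, single dose; Schedule: 5 h incubation at 4 °C; Technique: time-resolved FRET; Evaluation: percent inhibition of TR-FRET ratio; Replication: one well per compound, singlicate testing.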
# NR2E3 ag-2: human photoreceptor-specific nuclear receptor agonism; CHO-S Gal4-NCOR/VP16-NR2E3 two-hybrid, luciferase; Q9Y5X4; inhibition of corepressor binding, % at 3.98 µM; AID 602229; 360,000 compounds, 0.35% hits;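 active = inhibition above the mean of all tested compounds plus 3 SD, cut at about 70% in these data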;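 also: 0% = DMSO with NR2E3 transfected cells and 100% = cells lacking NR2E3 construct; higher means lower luciferase signal from less NR2E3 corepressor binding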
# Peg3 prom inh: Peg3 promoter activity inhibition. HeLa PEG-Prom luciferase reporter, luminescence, overnight. 360,000 compounds, 1.7% hits. inhibition, % at 20 µM. AID 588405;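 active = inhibition of at least 50% at 20 µM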
# aDG glyco act: increases alpha dystroglycan glycosylation. 360,000 compounds, 0.22% hits. AID 624168. Pro5-aDG cells, alpha-DG glycosylation AlphaScreen (IIH6); 0% Pro5, 100% B10-LARGE cell signal. activation, % at 10 µM;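 active = activation of at least 8% versus controls, or a plate z-score of at least 8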;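 also: Pro5 are CHO cells carrying HIG-tagged alpha-DG that lacks glycosylation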
# hiPSC survival: enhancers of human iPSC single-cell survival; 360,000 compounds, 0.044% hits; hiPSC single-cell survival, ATPlite luminescence; 100% = ROCK inhibitor wells, 0% = DMSO; AID 602274; survival enhancement, % at 20 µM; in the data active = survival enhancement above about 18%;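 also: cells exposed to compounds for 16 hours before the ATP read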
# Granule exo inh: blocks lytic granule exocytosis; inhibition, % at 10 µM; 360,000 compounds, 0.66% hits; AID 651702; TALL-104 LAMP-1 surface exposure, flow cytometry; cells stimulated with thapsigargin and PMA;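 active = inhibition above about 55%, limit read from the data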
# TRPM1 prom inh: reduces MITF-dependent TRPM1 promoter luciferase signal | SK-MEL-5 TRPM1 promoter luciferase, 24 h | inhibition, % at 12.5 µM | 330,000 compounds, 0.83% hits | AID 488899;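 active = mean inhibition across replicates of 60% or more, whatever share of single replicates reaches that level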; also: values of inactives mirror those of a sister screen read the other way
# Vif imaging: blocks HIV Vif function | HEK293T cells, Vif self-association by quenched fluorescence, imaging, 24 h | inhibition, % at 7.49 µM | 340,000 compounds, 0.35% hits; in the data active = inhibition above about 50%, passing the limit was not always enough; also: some results filed as inactive read as strong as hits
# CaV13 FRET inh: Disruptors of the CACNA1D IQ motif to Ca2+-dependent inactivation inhibitor domain association, primary screening, Förster resonance energy transfer in intact living … | HEK cells, CFP/YFP FRET ICDI-IQ, plate reader, 10 min; percent FRET-ratio fall versus neutral wells | inhibition, % at 12.3 µM | 340,000 compounds, 0.098% hits | AID 743397;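 active = mean replicate inhibition of at least 30% and at least 1% of replicates passing that level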;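 also: 0% = median of the neutral control wells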
# PDI turbidity: inhibitors of human protein disulfide isomerase | P07237 | inhibition, % at 10 µM | PDI insulin aggregation turbidity, A650, 90 min | 350,000 compounds, 0.052% hits;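 active = mean inhibition across replicates of 30% or more, whatever share of single replicates reach that level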;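 also: absorbance from insulin aggregation driven by PDI reduction with DTT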
# Target sequence (P07237 whole entry, looked up): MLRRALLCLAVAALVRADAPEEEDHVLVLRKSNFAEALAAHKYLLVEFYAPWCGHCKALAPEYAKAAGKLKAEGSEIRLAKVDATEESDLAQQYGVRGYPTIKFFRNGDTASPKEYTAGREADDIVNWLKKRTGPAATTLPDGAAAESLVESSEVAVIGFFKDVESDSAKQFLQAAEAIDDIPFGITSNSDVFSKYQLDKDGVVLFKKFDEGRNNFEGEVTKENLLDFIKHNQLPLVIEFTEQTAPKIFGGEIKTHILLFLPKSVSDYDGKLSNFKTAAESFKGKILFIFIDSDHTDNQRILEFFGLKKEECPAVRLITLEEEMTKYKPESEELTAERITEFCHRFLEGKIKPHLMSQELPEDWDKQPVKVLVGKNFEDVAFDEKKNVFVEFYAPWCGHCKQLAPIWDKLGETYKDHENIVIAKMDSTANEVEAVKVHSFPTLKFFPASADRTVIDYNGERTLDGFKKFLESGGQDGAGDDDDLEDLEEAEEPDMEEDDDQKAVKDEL
# An asterisk follows results filed as active; x = not tested or not shown.
nr	smiles	Peg3 prom inh	Granule exo inh	CaV13 FRET inh	HIF-2a inh	NR2E3 ag-1	aDG glyco act	hiPSC survival	PDI turbidity	Vif imaging	TRPM1 prom inh	NR2E3 ag-2
1	CN1C(=O)C(O)(c2nnc(-c3ccccc3)o2)c2ccccc21 (stereo unspecified)	-162.0	-2.1	-2.2	-209.0	-3.0	0.0	1.5	-0.3	-3.5	-14.9	-45.7
2	CC(C)CNC(=S)NNC(=O)c1csc2c1CCC(C)C2 (stereo unspecified)	-68.8	-2.1	-2.3	-137.9	-1.4	0.6	-1.4	-2.9	x	1.7	-53.2
3	Cc1cc(C)cc(SCc2noc(C(=O)NC(C)C)c2C(=O)O)c1	12.8	-2.0	-10.9	20.1	3.9	0.0	-0.6	5.2	-3.1	-1.6	22.7
4	CC(C)(C)C(=O)Nc1nnc(CSCc2ccccc2F)s1	13.6	-0.6	-3.3	-0.7	-1.3	0.1	-3.1	-1.2	-10.5	-15.7	-21.4
5	COc1ccc(CCNc2c3ccccc3nc3ccccc23)cc1OC	72.8*	32.1	-3.3	50.9*	2.0	0.3	-0.5	-1.9	-1.9	20.9	-45.2
6	CCC(=O)Nc1ccc(NC(=O)CSc2nnc(C(C)C)n2C)cc1	-7.7	0.7	x	5.8	-1.9	-0.2	-3.7	0.3	x	7.8	5.9
7	Cc1cc(-c2ccc(Br)cc2)n[nH]1	-134.6	-8.1	-8.0	-145.7	0.9	-0.2	1.3	-4.2	-1.9	-28.1	-3.6
8	O=C(Nc1ccccc1)N1CCC(c2ccccc2)C1 (stereo unspecified)	-279.4	-2.9	-5.4	-215.9	1.7	0.2	-1.2	-1.4	9.9	-99.2	-125.4
9	COc1ccc(NC(=O)CN(C)C(=O)c2cc(-c3cccs3)nn2-c2ccccc2)cc1	27.9	-19.7	-5.4	6.8	-4.6	0.0	0.3	8.2	-2.3	-0.4	-6.5
10	CC(=O)Nc1ccc(S(=O)(=O)Nc2nc3ccccc3nc2Nc2ccc(N)cc2)cc1	-3.0	-0.4	-5.6	2.4	-0.4	0.2	0.6	5.5	-2.7	11.9	-16.6
11	COc1cc(NC(=O)C2CC2)c(C(=O)O)cc1OC	8.1	-1.9	-3.4	-27.6	2.1	-0.2	1.3	-0.5	-0.3	10.5	-2.7
12	Cc1ccc(C)c(S(=O)(=O)N2CCN(C(=O)c3ccc4ccccc4n3)CC2)c1	22.0	35.8	-7.2	14.8	3.4	-0.1	-1.6	9.9	16.3	14.1	-2.0
13	O=C(COc1ccc(F)cc1)Nc1ccc(S(=O)(=O)Nc2ncccn2)cc1	11.5	28.2	-6.1	8.0	3.5	-0.2	-0.2	8.8	1.2	12.3	9.4
14	CCc1noc(C)c1C(=O)N1CCCC(CCC(=O)NCc2cccc(OC)c2)C1 (stereo unspecified)	2.0	0.3	-6.4	-2.6	0.9	-0.3	-0.1	-3.2	4.6	9.1	0.8
15	O=C(NCCCN1CCN(c2cccc(Cl)c2)CC1)c1cccc(N2CCCC2=O)c1	-1.1	1.9	x	4.5	4.2	0.3	-1.4	12.9	-5.2	-0.3	-8.7
16	CC(=O)c1c(O)c2ccccc2n(Cc2ccccc2)c1=O	16.2	-1.6	-18.2	10.7	1.1	0.0	0.4	6.6	-6.1	11.9	-28.4
17	O=C(NCC(=O)N(c1cccc(F)c1)C(C(=O)NC1CCCC1)c1ccco1)c1ccco1 (stereo unspecified)	3.8	-5.9	-4.0	11.0	4.1	0.4	-0.9	3.2	1.9	-6.3	-5.6
18	CN(Cc1ccccc1)C(=O)CN1C(=O)c2ccccc2C1=O	-19.9	-2.4	7.1	5.4	-0.4	-0.1	-0.1	1.0	-0.1	0.7	-18.3
19	O=C(Nc1ccn(CCCNCC2CCCCC2)c(=O)n1)OCc1ccccc1	-13.4	-6.2	-5.3	4.8	x	0.1	-4.3	9.0	-1.5	x	-24.1
20	Cc1ccc(C(=O)Nc2cccc(S(=O)(=O)N3CCCCC3)c2)cc1S(=O)(=O)N1CCOCC1	43.9	-1.7	-1.9	15.2	x	0.2	4.6	1.3	0.8	13.9	2.7
21	O=C(COC(=O)c1cccs1)c1ccc2ccccc2c1	-310.2	-0.8	-4.1	-147.6	2.8	-0.2	1.4	7.5	-0.9	-74.1	-8.6
22	COc1ccc(-c2oc(=O)c3cc(OC)c(OC)cc3c2/C=C/c2ccc([N+](=O)[O-])cc2)cc1	13.3	-0.5	-10.8	-48.4	x	-0.6	8.3	1.2	-1.0	-19.6	-8.8
23	COc1ccccc1OCC(=O)NCCc1nc2ccccc2[nH]1	4.6	-1.4	x	4.0	1.9	0.0	2.0	-8.3	-4.4	-10.4	-5.1
24	Cc1cccc2cc(CN(Cc3ccc(F)cc3)C(=O)N3CCOCC3)c(=O)[nH]c12	14.0	-3.8	-7.4	12.1	-0.4	-0.1	-1.0	3.2	x	3.3	-30.2
25	O=C(c1ccc(OC2CCN(Cc3cccc(OCCO)c3)CC2)cc1)N1CCCC1	-18.5	0.7	-7.3	1.7	1.4	0.4	-0.5	3.5	1.8	-4.9	-14.0
26	Cc1ccc(C(CC(=O)N2CCCC2)c2ccccc2)c(O)c1C (stereo unspecified)	9.8	3.2	-1.2	17.9	-2.1	-0.4	-0.9	-6.7	-1.6	2.4	6.3
27	COc1ccccc1N1CCN(C2CCCN(C(=O)CCC(C)=O)C2)CC1 (stereo unspecified)	7.0	-0.7	-1.2	19.2	2.3	0.0	-0.5	-6.3	13.5	1.8	-28.4
28	C[C@@H](C(=O)Nc1cccc(S(=O)(=O)N2CCOCC2)c1)N1C(=O)C2CC=CCC2C1=O (stereo partly specified)	10.7	2.2	-6.5	19.3	5.4	-0.5	-0.7	3.1	-10.8	2.4	-33.6
29	CC(C)(C)NC(=O)CN(Cc1ccc2c(c1)OCO2)C(=O)CNS(=O)(=O)c1ccc(F)cc1	8.7	-4.4	-3.5	9.2	-2.4	-0.2	-0.7	3.2	7.5	-0.6	9.1
30	CC12c3ccccc3C(c3ccccc31)C1C(=O)N(Cc3cccnc3)C(=O)[C@H]12 (stereo partly specified)	11.3	4.3	-19.2	7.5	4.2	0.0	-2.1	0.7	3.8	13.3	12.9
31	Cc1cccc(-n2nc(CC#N)c(C#N)c2N)c1	2.0	-4.3	-5.2	-0.7	5.0	-0.2	0.0	2.9	-10.0	5.2	6.3
32	CCOC(=O)c1oc2ccccc2c1NC(=O)COc1ccc(F)cc1	20.3	-0.9	-8.1	-0.4	0.5	-0.1	3.3	-15.8	-9.4	3.8	-5.8
33	O=C(NCc1ccco1)c1ccc2c(c1)C(=O)N(C1CCCCC1)C2=O	4.5	1.7	-5.0	12.4	0.2	-0.2	-1.7	-10.8	-2.5	7.5	6.9
34	Cc1cc(C)c(S(=O)(=O)N2CCN(C(=O)c3ccc4c(c3)OCO4)CC2)c(C)c1	10.2	-4.2	-3.7	15.3	0.6	0.2	0.6	-2.5	-2.7	12.2	-22.4
35	CC(=O)NC12CC3CC(C1)CC(C(=O)N1CCN(S(=O)(=O)c4ccc([N+](=O)[O-])cc4)CC1)(C3)C2	8.5	-5.8	-15.1	-5.9	x	-0.3	7.5	7.7	-1.8	16.2	-27.6
36	COc1ccccc1C(=O)Nc1ccnn1C1CCN(Cc2cnc(N(C)C)s2)CC1	21.6	-0.8	-5.4	-7.1	4.5	-0.2	-0.4	7.8	4.4	-3.1	11.0
37	Cc1cccc(N(CC(=O)N2CCOCC2)S(C)(=O)=O)c1	8.7	-2.9	x	7.5	1.6	-0.3	0.3	-10.3	-5.7	3.6	-8.4
38	CC(=O)Nc1ccc(O)c(-c2nc3ccccc3s2)c1	-170.9	-1.9	-8.7	-260.5	4.3	-0.4	1.5	-2.4	-1.5	-25.2	-53.8
39	CCSc1nnc([C@@H]2CCCN2C(=O)OC(C)(C)C)o1	12.1	1.8	-2.0	10.0	3.3	0.5	0.8	5.9	4.4	6.6	-21.3
40	CCS(=O)(=O)c1ccc2oc(Nc3cccc(OC)c3)nc2c1	-103.3	-0.1	3.7	-168.0	0.8	-0.2	-2.5	-21.0	-6.3	-19.9	-22.6

# 5 entries already listed, ordered by length of the SMILES, rising:
nr	smiles	Peg3 prom inh	Granule exo inh	CaV13 FRET inh	HIF-2a inh	NR2E3 ag-1	aDG glyco act	hiPSC survival	PDI turbidity	Vif imaging	TRPM1 prom inh	NR2E3 ag-2
38	CC(=O)Nc1ccc(O)c(-c2nc3ccccc3s2)c1	-170.9	-1.9	-8.7	-260.5	4.3	-0.4	1.5	-2.4	-1.5	-25.2	-53.8
37	Cc1cccc(N(CC(=O)N2CCOCC2)S(C)(=O)=O)c1	8.7	-2.9	x	7.5	1.6	-0.3	0.3	-10.3	-5.7	3.6	-8.4
33	O=C(NCc1ccco1)c1ccc2c(c1)C(=O)N(C1CCCCC1)C2=O	4.5	1.7	-5.0	12.4	0.2	-0.2	-1.7	-10.8	-2.5	7.5	6.9
36	COc1ccccc1C(=O)Nc1ccnn1C1CCN(Cc2cnc(N(C)C)s2)CC1	21.6	-0.8	-5.4	-7.1	4.5	-0.2	-0.4	7.8	4.4	-3.1	11.0
34	Cc1cc(C)c(S(=O)(=O)N2CCN(C(=O)c3ccc4c(c3)OCO4)CC2)c(C)c1	10.2	-4.2	-3.7	15.3	0.6	0.2	0.6	-2.5	-2.7	12.2	-22.4

# Later entries:
nr	smiles	Peg3 prom inh	Granule exo inh	CaV13 FRET inh	HIF-2a inh	NR2E3 ag-1	aDG glyco act	hiPSC survival	PDI turbidity	Vif imaging	TRPM1 prom inh	NR2E3 ag-2
41	COc1ccc(S(=O)(=O)Nc2ccc(Oc3ccsc3C(=O)O)cc2)cc1	19.0	1.1	-4.7	8.9	2.0	-0.1	0.9	-8.6	9.2	4.4	-2.1
42	COc1cc(/C=C2/CCCC(C(=O)C(F)(F)F)=C2O)ccc1O	-30.6	-3.1	-5.0	-1.9	3.4	-0.2	-0.7	10.3	4.1	8.8	-20.4
43	COc1ccc(CN(C(=O)CO/N=C/c2ccccc2)c2ccccc2C(=O)O)cc1	11.9	-1.1	0.2	13.1	-0.4	0.1	1.1	-21.2	x	-1.8	1.8
44	CN(C)C(CNC(=O)c1cc2ccccc2oc1=O)c1ccccc1 (stereo unspecified)	-319.7	-7.3	-6.9	-228.2	1.4	0.0	-0.7	-60.5	3.7	-93.9	-7.9
45	C=CCSc1nnc(NC(=O)CSc2nnc(C)s2)s1	-0.8	6.9	-4.5	-2.8	2.8	-0.4	-1.7	2.8	13.7	-10.0	-26.9
